OX1R antag: antagonists of human orexin 1 receptor (OX1R); Orexin/Hypocretin receptor type 1 (Homo sapiens), O43613; OX1R-expressing cells, FRET antagonist read-out; inhibition, % at 6.6 µM; hit rate 1.8% among 330,000; AID 485270, 2010; in the data active = inhibition mostly above about 38%, no sharp cut-off; inactive = mostly below about 40%;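 note: 0% = agonist challenge alone and 100% = reference antagonist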
STK33 inh: inhibitors of purified STK33 kinase, primary screen, biochemical, ADP-Glo luminescence, homogeneous, cell-free; hit rate 0.073% among 320,000; inhibition, % at 10 µM; MBP phosphorylation;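 active = inhibition at or above 25%, using the most active replicate where run in duplicate; inactive = inhibition below 25%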
KCNQ2 block: KCNQ2 potassium channel inhibitors, primary screen, cell-based, CHO-K1, FluxOR thallium flux, B-score (AID 2156); hit rate 1.1% among 310,000; 20 min; active compounds read low; B-score at 10 µM; Potassium voltage-gated channel subfamily KQT member 2 (Rattus norvegicus), O88943;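 active = fluorescence ratio B-score at most minus 3 library SDs, with starting brightness B-score within 2 library SDs, cut at about -5.5 in these data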
Target sequence (O88943 whole entry, looked up): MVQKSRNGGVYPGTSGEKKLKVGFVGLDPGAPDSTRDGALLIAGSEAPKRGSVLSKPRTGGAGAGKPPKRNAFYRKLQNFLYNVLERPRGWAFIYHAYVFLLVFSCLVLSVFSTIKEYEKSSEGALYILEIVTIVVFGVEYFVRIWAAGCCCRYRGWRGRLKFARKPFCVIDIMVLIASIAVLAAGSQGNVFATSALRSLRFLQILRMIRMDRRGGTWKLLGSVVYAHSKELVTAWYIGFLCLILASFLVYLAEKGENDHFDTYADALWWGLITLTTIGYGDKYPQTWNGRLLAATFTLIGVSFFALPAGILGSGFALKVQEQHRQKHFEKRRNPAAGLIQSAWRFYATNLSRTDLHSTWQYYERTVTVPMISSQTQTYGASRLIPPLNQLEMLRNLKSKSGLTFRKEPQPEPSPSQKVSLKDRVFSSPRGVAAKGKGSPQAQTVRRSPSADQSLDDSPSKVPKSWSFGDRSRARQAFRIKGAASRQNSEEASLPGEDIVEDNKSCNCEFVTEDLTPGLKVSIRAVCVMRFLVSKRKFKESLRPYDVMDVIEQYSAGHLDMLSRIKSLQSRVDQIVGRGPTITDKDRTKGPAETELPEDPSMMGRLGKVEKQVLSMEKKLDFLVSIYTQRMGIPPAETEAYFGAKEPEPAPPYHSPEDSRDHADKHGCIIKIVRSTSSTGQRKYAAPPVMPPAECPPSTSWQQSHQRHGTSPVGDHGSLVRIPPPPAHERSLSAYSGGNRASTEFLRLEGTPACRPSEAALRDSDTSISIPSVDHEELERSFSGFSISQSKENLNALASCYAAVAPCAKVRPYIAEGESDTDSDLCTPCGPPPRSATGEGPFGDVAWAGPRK
Numbers without * were called inactive; i = inactive; · = not tested or not shown. Rows were taken by chance (roughly 2.7% active in at least one column).

| STK33 inh | KCNQ2 block | OX1R antag | mol |
| --- | --- | --- | --- |
| 1.0 | i | 5 | CCNC(=S)N(Cc1ccco1)Cc1cc2cc3c(cc2[nH]c1=O)OCCO3 |
| -0.3 | i | 35 | Cn1c(SCC(=O)N2CCOCC2)nnc1-c1cccc(NC(=O)c2ccccc2)c1 |
| -0.6 | i | 12 | CC1(C)CC(NC(=O)N2c3ccccc3Sc3ccccc32)CC(C)(C)N1 |
| -0.2 | i | 9 | CC(C)(C)C(=O)Nc1cccc(-c2nc3ccccc3c(=O)o2)c1 |
| -2.5 | -6* | 8 | O=C(Nc1ccc(F)cc1)C(NC1CCCCC1)c1ccccc1 (stereo not given) |
| -2.1 | i | 19 | CCn1c(SCC(=O)N/N=C/c2ccc(C)s2)nc2ccccc21 |
| 0.4 | i | 9 | Cc1ccc(C(=O)N/C(=C/c2ccco2)C(=O)OCN2C(=O)c3ccccc3C2=O)cc1 |
| 1.5 | i | 8 | Cc1ccc(NC(=O)c2ccco2)cc1NC(=O)CSc1nnc(-c2cccs2)n1C |
| -0.8 | i | 20 | Cc1ccc(CNS(=O)(=O)c2ccc3c(c2)OCCO3)cc1 |
| -0.4 | i | 11 | CCn1c(=O)c([N+](=O)[O-])c(NCCCn2ccnc2)c2ccccc21 |
| -1.4 | i | 15 | COc1ccc(C2CC(c3ccccc3)=NN2C(=O)COC(=O)c2cc(S(=O)(=O)N3CCOCC3)ccc2F)cc1 (stereo not given) |
| -1.5 | i | 32 | O=C(COc1ccccc1)Nn1c(-c2ccccc2)nc2ccccc2c1=O |
| -0.7 | i | 12 | CC(C)(C)c1ccc(OCC(O)CN(CCO)CC(O)Cn2ccc3ccccc32)cc1 (stereo not given) |
| -1.8 | · | 1 | O=C(COC(=O)c1cccc(Cl)c1)NCc1ccccc1 |
| -2.3 | i | 44 | COc1cccc(CNS(=O)(=O)c2ccc3c(c2)C(C)(C)C(=O)N3C)c1 |
| -0.5 | i | 29 | c1ccc(-c2cc3c(-n4cccc4)ncnc3o2)cc1 |
| -1.6 | · | 2 | CC(=O)Nc1ccc(S(=O)(=O)N(C)CC(=O)OCC(=O)c2ccc3c(c2)NC(=O)CO3)cc1 |
| -1.9 | i | 11 | CCc1c(C)sc(NC(=O)c2cc(C)on2)c1C#N |
| 0.5 | i | -5 | CCOP(=O)(OCC)c1nc(-c2ccccc2)oc1N1CCCCC1 |
| -1.9 | i | 5 | O=C(Nc1ccc([N+](=O)[O-])cc1)C(Cc1ccccc1)N1C(=O)c2cccc3cccc(c23)C1=O (stereo not given) |
| 1.1 | i | 5 | O=C(Nc1cccc(C(=O)O)c1)Nc1ccccc1Cl |
| 2.4 | i | 5 | O=C(/C=C/N1CCOCC1)c1coc2ccccc12 |
| -0.2 | i | 10 | CCOc1ccc(S(=O)(=O)Nc2cc(C)ccn2)c2ccccc12 |
| -0.9 | i | 62 | Cc1ccccc1OCCOc1cccc(/C=N/NC(=O)Cc2nnc(N)s2)c1 |
| -2.3 | i | 8 | CC(C)COC(=O)Cc1c(O)c2ccccc2[nH]c1=O |
| -2.3 | i | 8 | C=CCOc1ccc(-c2n[nH]c(=S)o2)cc1 |
| · | i | 7 | COc1cc(C(=O)NC2CCCCC2)ccc1OC1CCN(C(C)=O)CC1 |
| -1.1 | i | 13 | O=C(CSc1nnc(Cc2ccccc2)o1)c1cc(F)ccc1F |
| -0.5 | i | 47 | Cc1ccc(N2C(=O)c3ccccc3C2C(=O)c2cc(C)ccc2O)cc1 (stereo not given) |
| -1.4 | i | 17 | O=C(COc1ccc(Cl)cc1Cl)NCCSc1ccc(Cl)cc1 |

A different layout for 5 compounds above.
smiles	STK33 inh	KCNQ2 block	OX1R antag
C=CCOc1ccc(-c2n[nH]c(=S)o2)cc1	-2.3	i	8
O=C(COc1ccc(Cl)cc1Cl)NCCSc1ccc(Cl)cc1	-1.4	i	17
O=C(Nc1cccc(C(=O)O)c1)Nc1ccccc1Cl	1.1	i	5
O=C(/C=C/N1CCOCC1)c1coc2ccccc12	2.4	i	5
Cc1ccc(N2C(=O)c3ccccc3C2C(=O)c2cc(C)ccc2O)cc1 (stereo not given)	-0.5	i	47

(more compounds)
| STK33 inh | KCNQ2 block | OX1R antag | mol |
| --- | --- | --- | --- |
| 3.3 | i | 16 | CCc1ccc(-c2cc3c(=O)n(CC(=O)NCCCN4CCN(C)CC4)ncn3n2)cc1 |
| 8.3 | i | 13 | COc1ccc(NC(=O)OCC(C)C)cc1OC |
| 0.3 | i | 12 | Cc1ccc(C2(C)NC(=O)N(CC(=O)Nc3cc(C)on3)C2=O)cc1 (stereo not given) |
| -0.7 | i | 32 | Cc1ccc(/C=C/C(=O)NCCc2c[nH]c3ccccc23)o1 |
| -1.1 | i | 21 | O=c1c2ccccc2c(C=Nc2ccc(Cl)cn2)c(O)n1-c1cc(Cl)ccc1N1CCOCC1 |
| -2.4 | i | 11 | Cc1cccc(NC(=O)CSc2ccc(-c3cccnc3)nn2)c1 |
| -0.8 | i | 16 | COC(=O)C1=C(C)Nc2ncnn2C1c1cccnc1 (stereo not given) |
| -0.6 | i | 20 | O=S(=O)(Nc1ccccn1)c1cccc(S(=O)(=O)c2ccc(Br)cc2)c1 |
| -1.3 | i | · | Nc1ccc(C(=O)N/N=C/c2cn(Cc3ccc(F)cc3)c3ccccc23)cc1 |
| -0.4 | i | · | O=C(c1ccccc1)c1ccc(OCC(O)CNCc2ccc(F)cc2)cc1 (stereo not given) |
| 9.9 | i | 10 | CC1SCC(NC(=O)c2ccc(Cl)cc2)CS1 (stereo not given) |
| 5.0 | i | -3 | COc1ccc(Cl)cc1C(=O)Nc1ccncc1 |
| -0.3 | i | 3 | COc1ccc(CN2C(=O)CSCC2=O)cc1OC |
| -6.5 | i | · | COc1ccc(C(=O)Nc2nnc(-c3ccccc3)s2)cc1 |
| 0.8 | i | 12 | COc1ccc(C/C(C)=N\NC(=O)c2c[nH]c3ccccc23)cc1OC |
| 0.2 | i | 8 | COc1ccc(C2/C(=C(\O)c3ccc4c(c3)OCCO4)C(=O)C(=O)N2Cc2ccco2)c(OC)c1 (stereo not given) |
| -3.3 | i | 56 | N#CC1=C(N)NC(=S)C(C(N)=O)C1c1ccc([N+](=O)[O-])cc1 (stereo not given) |
| -1.0 | i | 20 | CC(c1ccccc1)N1C(=O)C2C3C=CC(C4CC34)C2C1=O (stereo not given) |
| -0.7 | · | 18 | O=C(COC(=O)c1cc(S(=O)(=O)N2CCOCC2)ccc1F)Nc1cc([N+](=O)[O-])ccc1F |
| 0.1 | · | 4 | Cc1cccc(NC(=O)CSCC(=O)N2CCN(C(=O)c3ccco3)CC2)c1 |
| -0.6 | i | 7 | Cc1nc(Cl)c(N=Cc2cccc([N+](=O)[O-])c2)c(Cl)n1 |
| -1.5 | i | 15 | COc1ccc(NC(=S)N2CCC(NC(=O)c3ccco3)CC2)cc1 |
| -0.2 | i | -3 | CCCCN(C(=O)CSc1nnc(-c2ccc(OC)cc2)n1CC)c1c(N)n(Cc2ccccc2)c(=O)[nH]c1=O |
| -0.4 | i | 18 | CC(=O)Nc1ccc(S(=O)(=O)N(Cc2cccnc2)Cc2cc3ccccc3[nH]c2=O)cc1 |
| -1.8 | i | 11 | Cc1csc(NC(=O)C2CCCN(S(=O)(=O)c3cnc[nH]3)C2)n1 (stereo not given) |
| -0.5 | i | 17 | CC(C)C(NC(=O)CNC(=O)OC(C)(C)C)C(=O)NCc1ccccc1 (stereo not given) |
| -0.5 | i | 5 | COCc1[nH][nH]c(=O)c1C=Nc1ccc(C(F)(F)F)cc1 |
| -0.2 | i | -4 | CCc1ccc2nc(Nc3ccc(OC)cc3OC)c(C#N)cc2c1 |
| · | i | 19 | CCOc1ccc(Cn2ccnc2)cc1[N+](=O)[O-] |
| 1.3 | · | 15 | C#CCOCCOCCOCCNc1nc(N2CCN(C(=O)[C@H]([C@@H](C)CC)n3cc(CCCCN)nn3)CC2)nc(N2CCN(C(=O)[C@H]([C@@H](C)CC)n3cc(CCCN=C(N)N)nn3)CC2)n1 |
| -0.8 | i | -7 | Cn1cc(S(=O)(=O)NC2CCCCCC2)c(=O)n(C)c1=O |
| 0.5 | i | 11 | COc1ccc(C(=O)NC(=S)NNC(=O)c2ccc(NC(C)=O)cc2)cc1Br |
| -2.0 | i | 8 | CCN(CC)S(=O)(=O)c1ccc(C(=O)NNc2nc(-c3ccccc3)c3cc(Br)ccc3n2)cc1 |
| -0.8 | i | 12 | O=C(Nc1ccccc1Cl)N1CCN(c2ccc3nnc(-c4ccc(F)cc4)n3n2)CC1 |
| 4.0 | · | 20 | COCCN=c1scc(-c2ccco2)n1/N=C/c1ccc(O)c(O)c1O |
| 0.2 | · | 2 | CC(C)(C)c1nnc(SCC(=O)Nc2ccc(N3CCCCC3)cc2)n1N |
| -1.0 | i | 11 | CCN(CC)S(=O)(=O)c1ccc(C(=O)N2CCN=C2SC)cc1 |
| 1.7 | i | 4 | Cc1ccc(C(=O)NCCNC(=O)c2cnccn2)cc1 |
| -3.9 | i | 13 | CC(Oc1cc2oc(=O)c3c(c2cc1Cl)CCC3)C(=O)NCc1cccnc1 (stereo not given) |
| 2.1 | i | 93* | C/C(=N\Nc1nnc2c3ccccc3n(C)c2n1)c1ccc(C)o1 |
| 0.1 | i | 8 | COc1ccc(NS(=O)(=O)c2ccc(NS(=O)(=O)c3cccs3)cc2)cc1 |
| -2.1 | i | 5 | CC(NC(=O)c1cccs1)c1ccc2c(c1)OCO2 (stereo not given) |
| 0.2 | i | 3 | CC1CCCC(C)N1NC(=O)Cc1ccccc1 (stereo not given) |
| -0.4 | · | 7 | CCN(CC(=O)Nc1ccc(C(C)=O)cc1)CC(=O)Nc1ccc2c(c1)OCCO2 |
| -0.1 | i | 10 | CC(=O)Nc1ccccc1NC(=O)C/C(C)=N/NC(=O)c1ccncc1 |
| 0.5 | i | 8 | Cc1cc(C)n(Cc2cc(C(=O)O)c3ccccc3n2)n1 |
| -1.2 | i | 36 | Cc1cccn2c(=O)c3cc(C(=O)NC4CCCC4)c(=N)n(CCCN4CCOCC4)c3nc12 |
| -1.6 | i | 18 | O=C(CCNC(=O)Cn1ccc2ccccc2c1=O)NCc1ccc(F)cc1Cl |
| -0.8 | i | 9 | COc1cc(OC)cc(C(=O)Nc2ccc(Nc3ccccc3)cc2)c1 |
| -1.0 | i | 9 | O=C(COC(=O)c1ccccn1)Nc1cccnc1Cl |

Additional structures follow:
| STK33 inh | KCNQ2 block | OX1R antag | mol |
| --- | --- | --- | --- |
| -0.7 | i | 12 | COc1ccc(-n2nnnc2SCC(N)=O)cc1 |
| 0.5 | i | 1 | O=C(COC(=O)c1ccc(S(=O)(=O)N2CCCC2)cc1)Nc1ccc(N2CCOCC2)cc1 |
| -2.7 | i | 7 | Cc1ccc(F)cc1S(=O)(=O)NCc1ccc(N2CCN(C)CC2)cc1 |
| 0.4 | i | 33 | Nc1c(C(=O)Nc2ccccc2F)sc2nc(-c3ccco3)ccc12 |
| -0.8 | i | 12 | Cc1ccc(-n2nc(C)c3cc(C(=O)O)sc32)cc1 |
| -0.1 | i | 21 | O=c1[nH]c2ccccc2c(O)c1Cc1ccccc1 |
| -0.6 | i | 9 | Nc1ccc(Nc2nc(-c3cccs3)cs2)cc1 |
| -0.4 | i | 23 | Cc1ccc(-c2ccc(=O)n(CC(=O)N3CCN(c4cccc(C)c4)C(C)C3)n2)cc1 (stereo not given) |
| -0.6 | i | 12 | CSCc1ccc(C(=O)N2CCCC(Nc3ccc(F)cc3)C2)o1 (stereo not given) |
| 0.0 | i | 7 | C/C(=N\N=C(N)N)c1ccc(Cl)cc1 |
| 0.1 | i | 12 | CCCn1c2ccccc2c2cnn(CC(=O)NC3CCN(Cc4ccccc4)CC3)c(=O)c21 |
| -1.4 | i | 3 | O=C(O)CC(C(=O)O)c1cn(Cc2ccccc2)c2ccccc12 (stereo not given) |
| 0.3 | · | 13 | O=C(CN1C(=O)C2CC=CCC2C1=O)NCc1ccc2c(c1)OCO2 (stereo not given) |
| -0.7 | i | 16 | COc1cccc(NC(=O)CN2C(=O)COc3ccc(S(=O)(=O)N4CCOCC4)cc32)c1 |
| -0.6 | i | 11 | Cc1noc(/C=C/N(C)C)c1S(=O)(=O)N1CCCC(C(=O)NC(C)c2ccccc2)C1 (stereo not given) |
| · | i | 0 | Cc1c(NC(=O)CSc2nncn2-c2ccccc2)c(=O)n(-c2ccccc2)n1C |
| -1.6 | i | 14 | CC(=O)Oc1ccc(-c2cccc(C(=O)NCC(=O)O)c2)cc1 |
| 0.0 | i | 4 | C=CCc1cc(/C=N/n2cnnc2)cc(OCC)c1O |
| -1.9 | i | 28 | Nc1nonc1-n1nnc(C(=O)N/N=C/c2ccc(O)cc2)c1COc1ccc(F)cc1 |
| -0.7 | i | 9 | CCOC(=O)C1(Cc2ccccc2C)CCCN(C(=O)c2cc(C3CC3)[nH]n2)C1 (stereo not given) |

Complete entries, looked up by structure. Values in the order: STK33 inh	KCNQ2 block	OX1R antag
COc1cccc(NC(=O)CN2C(=O)COc3ccc(S(=O)(=O)N4CCOCC4)cc32)c1 is listed as -0.7	i	16
CC(=O)Oc1ccc(-c2cccc(C(=O)NCC(=O)O)c2)cc1 is listed as -1.6	i	14
O=C(O)CC(C(=O)O)c1cn(Cc2ccccc2)c2ccccc12 (stereo not given) is listed as -1.4	i	3
C=CCc1cc(/C=N/n2cnnc2)cc(OCC)c1O is listed as 0.0	i	4

More compounds follow.
| STK33 inh | KCNQ2 block | OX1R antag | mol |
| --- | --- | --- | --- |
| 3.3 | i | 7 | CC(=O)Nc1ccc(S(=O)(=O)N[C@@H](C)C(=O)Nc2ccc(N3CCOCC3)cc2)cc1 |
| -2.3 | i | 7 | O=C(CSc1ccccc1)NCCCc1ccccc1 |
| -1.1 | i | 17 | CC(NC(=O)C(=O)N1CCCCC1)C(c1cccs1)N1CCN(c2ccccc2F)CC1 (stereo not given) |
| -1.2 | i | 16 | O=C(COC(=O)CCC1CCCC1)Nc1ccccc1Sc1ccccc1 |
